From PubChem
yeast bub3 = NCI yeast anticancer drug screen, S. cerevisiae bub3 mutant strain. AID 167, 2004. % growth inhibition at 50 µM. actives 9.9% (n = 78,000);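 note: 0% = growth of vehicle-only cultures of the same strain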
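Compounds were applied to a genetically altered yeast strain carrying a cell-cycle control defect. Growth inhibition was scored against vehicle-treated controls.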
yeast rad50 = NCI yeast anticancer drug screen, S. cerevisiae rad50 strain; % growth inhibition at 50 µM; actives 10% (n = 79,000); AID 155, 2004;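 note: 0% = growth of vehicle-only cultures of the same strain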
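DNA repair mutant yeast, compound exposure, growth read-out; inhibition is taken relative to vehicle.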
yeast mec2-1 = NCI yeast anticancer drug screen, S. cerevisiae mec2-1 strain; growth inhibition, % at 50 µM; actives 9% (n = 79,000); AID 157, 2004;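 note: 0% = growth of vehicle-only cultures of the same strain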
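Mutant yeast (mec2-1) grown with compound; growth inhibition relative to vehicle control reported.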
yeast mlh1 rad18 = NCI yeast anticancer drug screen, S. cerevisiae mlh1 rad18 strain. growth inhibition, % at 50 µM. actives 11% (n = 79,000). AID 175, 2004;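 note: 0% = growth of vehicle-only cultures of the same strain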
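A repair-deficient yeast strain is exposed to test compound, and growth is scored relative to vehicle-treated controls.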
cln2 rad14 = NCI yeast anticancer drug screen, S. cerevisiae cln2 rad14 strain | actives 8.3% (n = 78,000) | % growth inhibition at 50 µM | AID 165, 2004;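 note: 0% = growth of vehicle-only cultures of the same strain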
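Test compounds were added to cln2 rad14 yeast cultures; inhibition of growth was then determined by comparison with vehicle treatment.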
yeast sgs1 mgt1 = NCI yeast anticancer drug screen, S. cerevisiae sgs1 mgt1 strain; % growth inhibition at 50 µM; actives 10% (n = 78,000); AID 161, 2004;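 note: 0% = growth of vehicle-only cultures of the same strain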
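Genetically altered yeast, compound exposure, growth inhibition relative to vehicle.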
* = called active by the depositor; & = joins results of further samples. Cut-off read from the data, not from the text of the source: active = growth inhibition above about 70%; inactive = the rest.

SMILES | yeast bub3 | yeast rad50 | yeast mec2-1 | yeast mlh1 rad18 | cln2 rad14 | yeast sgs1 mgt1
Cc1cc(O)c2c(c1)C(O)(c1ccc3c(c1O)C(=O)c1c(O)cc(C)cc1C3(O)C1OC(CO)C(O)C(O)C1O)c1cccc(O)c1C2=O (configuration not stated) | -25 | -9 | -49 | -20 | 24 | -14
Nc1scc[n+]1CCC(=O)[O-] | -3 | -10 | 1 | -16 | -13 | 3
CC(C)C12C=CC(C)(CC1)n1c(=O)c3cc4ccccc4cc3c(=O)n12 (configuration not stated) | 7 | 27 | 9 | 28 | 7 | 3
Cc1cnc(Br)c(Br)c1 | 5 | 3 | 1 | 13 | 16 | 3
COC(=O)C1CCC/C1=N/Nc1ccc([N+](=O)[O-])cc1[N+](=O)[O-] (configuration not stated) | 0 | 13 | 9 | 1 | -17 | 0
CC12CC(=O)OC1(C)C1CCC2C1 (configuration not stated) | -10 | 9 | 10 | 9 | -11 | -5
CCCCCCCCCCCCCCCCCC(=O)[O][Al][O]C(C)C | -20 | -38 | -35 | -15 | 5 | -11
O=C(O/N=C(/Cc1ccccc1)c1ccccc1)c1ccccc1 | 18 | 90* | 28 | 93* | 44 | 89*
CCC[CH2][Sn]([S][Sn]([CH2]CCC)([c]1ccccc1)[c]1ccccc1)([c]1ccccc1)[c]1ccccc1 | 99* | 99* | 99* | 99* | 98* | 100*
CCCCCCCCCCCCCCCCCCSSCCCCCCCCCCCCCCCCCC | 16 | 36 | 15 | -16 | 81* | -1
Nc1c(Cl)ncnc1Nc1ccccc1C(=O)O | -6 | 7 | -16 | -21 | 5 | -23
O=C(O)c1cccnc1 | 0&6 | 13&18 | -8&5 | 17&18 | -3&3 | -10&-4

Entries from the list above containing a halogen:
SMILES | yeast bub3 | yeast rad50 | yeast mec2-1 | yeast mlh1 rad18 | cln2 rad14 | yeast sgs1 mgt1
Cc1cnc(Br)c(Br)c1 | 5 | 3 | 1 | 13 | 16 | 3
Nc1c(Cl)ncnc1Nc1ccccc1C(=O)O | -6 | 7 | -16 | -21 | 5 | -23

Next entries.
SMILES | yeast bub3 | yeast rad50 | yeast mec2-1 | yeast mlh1 rad18 | cln2 rad14 | yeast sgs1 mgt1
NC(CSC(c1ccccc1)(c1ccccc1)c1ccccc1)C(=O)OC(c1ccccc1)c1ccccc1 (configuration not stated) | -19 | 19 | -7 | 22 | -44 | 30
Cc1cnc2cc(Cl)ccc2c1NCCN(CC(C)C)CC(C)C | 0 | -11 | 1 | -31 | -22 | -11
CCOc1c(OC)cc(-c2nc3n(n2)C(=O)C(CC)S3)cc1OC (configuration not stated) | -4 | -16 | -17 | -4 | -5 | -41
COC(=O)C(Cc1c[nH]c2ccccc12)NP(=O)(O)OCC1OC(n2cc(F)c(=O)[nH]c2=O)CC1O (configuration not stated) | -25 | -31 | -17 | -16 | -9 | -38
COC(=O)c1ccc(C(=O)OC)c(NC(=O)CC(=O)c2ccc([N+](=O)[O-])cc2)c1 | 0 | 46 | 19 | 35 | 10 | 51
CC(=O)Oc1c(Cl)c(Cl)c(C#N)c(Cl)c1C#N | 9 | 30 | 2 | 26 | 11 | 26
Nc1c(OCC(=O)O)ccc2cc(S(=O)(=O)O)ccc12 | -33 | 0 | -32 | 4 | -22 | -29
O=C1CSc2ccccc2N1 | 1 | -35 | -8 | 11 | -13 | 32
CC(=O)c1cccc(NC(=O)Nc2cccc(C)n2)c1 | 9 | -10 | 33 | 13 | -25 | 12
COc1ccc(NC2CC(C)N(C(=O)c3ccccc3)O2)cc1 (configuration not stated) | -22 | -42 | -37 | -19 | 12 | -19
COc1ccc(C2Oc3ccccc3C(=O)C2N)cc1 (configuration not stated) | 4 | 32 | 15 | 57 | -76 | 24
N#Cc1cc2ccccc2n(Cc2ccccc2)c1=O | 4 | -9 | -10 | -10 | 8 | -9

Whole records as entered above.
`Cc1cnc2cc(Cl)ccc2c1NCCN(CC(C)C)CC(C)C` across the screens: yeast bub3: 0; yeast rad50: -11; yeast mec2-1: 1; yeast mlh1 rad18: -31; cln2 rad14: -22; yeast sgs1 mgt1: -11
`CC(=O)Oc1c(Cl)c(Cl)c(C#N)c(Cl)c1C#N` across the screens: yeast bub3: 9; yeast rad50: 30; yeast mec2-1: 2; yeast mlh1 rad18: 26; cln2 rad14: 11; yeast sgs1 mgt1: 26
`COc1ccc(C2Oc3ccccc3C(=O)C2N)cc1` (configuration not stated) across the screens: yeast bub3: 4; yeast rad50: 32; yeast mec2-1: 15; yeast mlh1 rad18: 57; cln2 rad14: -76; yeast sgs1 mgt1: 24

Additional results.
SMILES | yeast bub3 | yeast rad50 | yeast mec2-1 | yeast mlh1 rad18 | cln2 rad14 | yeast sgs1 mgt1
C#CC(C)(O)c1ccccc1 (configuration not stated) | -2 | -1 | -22 | -12 | -22 | -8
Cc1ccc(C(=O)C(O)c2ccc(C)cc2)cc1 (configuration not stated) | 1 | 36 | -35 | -7 | -24 | 5
C/C(=N\NC(=S)N1CC(C)OC(C)C1)c1ncccn1 (configuration not stated) | 99* | 99* | 99* | 99* | 99* | 99*
CC(C)(C)C1CCC2c3c([nH]c4ccccc34)C3C(=O)N(c4ccc(C(=O)O)cc4)C(=O)C3C2C1 (configuration not stated) | 99* | 96* | 99* | 99* | 99* | 98*
CC(=O)OC12CC[N+]3(C)CCCCC3C1=Nc1ccccc12 (configuration not stated) | -21 | 41 | 2 | 23 | -2 | -15
Cc1ccc(NC(=O)CSc2nnc(Cc3ccccc3)o2)c(C)c1 | -3 | -27 | -63 | -55 | -23 | -58
COc1c2c(c(C)c3ccc4ccccc4c13)CCN=C2 | 79* | 80* | 43 | 80* | 13 | 88*
COC(=O)c1cc(C(=O)OC)c(C/C(=N/NC(N)=S)C(=O)Nc2ccc(Cl)c(Cl)c2)nc1C/C(=N/NC(N)=S)C(=O)Nc1ccc(Cl)c(Cl)c1 | 33 | 28 | 15 | 44 | 34 | 7
C[C@]12CC[C@H](O)CC1=CC[C@@H]1C2CC[C@]2(C)C(=O)NC(=O)CC12 (some centres not stated) | 80* | 82* | 78* | 70* | 85* | 92*
CN(C)C1=NC2=S(SC(Nc3ccccc3)=N2)S1 (configuration not stated) | 44 | 11 | -1 | -7 | -1 | -19
CCCCCCOCCOC(=O)C(C)O (configuration not stated) | 10 | 29 | 11 | 16 | 14 | -8
CN(N=O)C(N)=NC(=O)c1ccccc1 | -16 | 11 | 10 | -35 | -21 | 21
CC1=C(/C=C/C(C)=N/NC(N)=S)C(C)(C)CCC1 | 80* | 84* | 80* | 85* | 77* | 66
O=C1CC(=O)N(c2ccccc2)N1 | 35 | 35 | 7 | 17 | 20 | 45
CCN(CC)CCC(C#N)(CCN(C)C)c1ccccc1 (configuration not stated) | 13 | 9 | 14 | 10 | -6 | 7
Cc1[nH]c(C)c2ccc(=O)ccc12 | -2 | -51 | -8 | -8 | -58 | -17
Fc1ccccc1-c1ncc(-c2ccccc2)o1 | 17 | 23 | 22 | 4 | 14 | 52
Nc1nc(=O)[nH]c([O-])c1N=O.Nc1nc(=O)[nH]c([O-])c1N=O.[Ag+].[Ag+] | 99* | 97* | 99* | 97* | 99* | 93*
CNC(=S)/N=C(\N)N(C)C | -26 | -7 | -24 | 12 | -1 | -14
CCOC(=O)C(Cc1ccccc1Cl)(Cc1ccccc1Cl)c1ccccc1 | -5 | 7 | -17 | 1 | -80 | -10
NC(=O)c1cnn2ccn(C3OC(CO)C(O)C3O)c12 (configuration not stated) | -2 | -14 | -16 | 4 | -19 | -12
COc1cc(C(=O)NNC(=O)C2CCC(=O)N2Cc2ccccc2)cc(OC)c1OC (configuration not stated) | -2 | 3 | -5 | 28 | -4 | -18
O=C(/C=C(/Nc1ccccc1)C(=O)c1ccccc1)c1ccccc1 | 74* | 31 | 37 | 38 | -5 | 69
O=[N+]([O-])/C(=C/c1ccccc1)c1ccccc1 | 100* | 100* | 100* | 100* | 99* | 100*
COc1ccc(Nc2ccccc2)c([N+](=O)[O-])c1 | 0 | 7 | 4 | -9 | 8 | 11
CC12CCC(=O)N1C(C(=O)O)CS2 (configuration not stated) | 13 | 4 | -16 | -15 | -52 | 9
NC(CCSCC(F)(F)F)C(=O)O (configuration not stated) | 1 | 5 | 5 | 3 | 27 | -3
CCOC(=O)c1c(-c2ccccc2)nn(CC(N)=O)c1CO | 18 | -16 | -5 | -11 | 23 | 10
O=[N+]([O-])c1ccc(Cl)nc1 | 30 | -17 | 3 | -12 | -31 | 16
COC(=O)CCC(NC(=S)N/N=C(\C)c1nccs1)C(=O)OC (configuration not stated) | -5 | 2 | -7 | -22 | 25 | -10
Cc1ccc(S(=O)(=O)NC(=O)NCCN2CCCC2)cc1 | 1 | -20 | -4 | 26 | -34 | -3
Nc1cc(S(N)(=O)=O)ccc1O | -12 | 10 | -12 | 12 | -11 | -22
NC[C@H]1Nc2ccccc2[C@@H](O)C1O (some centres not stated) | 13 | 15 | 7 | -12 | 9 | 0
[Cl][Pt+2][Cl].[NH-]CC1(C[NH-])CCCCC1 | 92* | 91* | 92* | 89* | 69 | 93*
C[Si](Cn1ccc(=O)n(C[Si](C)(c2ccccc2)c2ccccc2)c1=O)(c1ccccc1)c1ccccc1 | -2 | -4 | -8 | 15 | -14 | -12
OC1COC(c2cnn(-c3ccccc3)n2)C1O (configuration not stated) | 15&16 | 30&5 | 34&9 | 56&-3 | -19&3 | 19&3
CCCCOC(=O)/C(=C\c1cccc(OC)c1)NC(=O)c1ccccc1 | 58 | 16 | 15 | 35 | 11 | 28
COC(=O)C(Cc1nc2ccc(Cl)cc2[nH]c1=O)C(=O)C(=O)Nc1ccccc1[N+](=O)[O-] (configuration not stated) | 10 | 22 | 6 | 16 | 10 | 2
COc1ccc2nc3ccccc3c(NCCCN(C)C)c2c1[N+](=O)[O-] | -13 | -8 | -20 | -5 | -22 | 13
Nc1ccc(Cn2ccnn2)cc1 | 11 | 3 | 19 | -7 | -6 | 16
COC(=O)Nc1csc(NC(=O)OC)n1 | 8 | 30 | 15 | 7 | 42 | 18
CNc1ncn(-c2c(C)cccc2C)c(=O)n1 | -3 | -2 | -4 | 4 | -16 | 9
CC(=O)NCCN1CCN(C(C)=O)CC1 | -14 | 10 | 11 | -15 | -37 | -9
CCC(/C=C/c1ccccc1)=N\Nc1ccc(Cl)cc1 | 98* | 98* | 85* | 96* | 89* | 86*
COc1cc2c(cc1O)C(=O)CCCC2 | 14 | -14 | 1 | 1 | -2 | -18
O=[N+]([O-])c1cc(-c2nc3ccccc3[nH]2)cc([N+](=O)[O-])c1 | -9 | -19 | 5 | 3 | 2 | 4
O=S(=O)(CS(=O)(=O)c1ccc(Cl)c(Cl)c1)c1ccc(Cl)c(Cl)c1 | 4 | -9 | 18 | 16 | 9 | 0
CN1CCN(S(=O)(=O)C(c2ccccc2)C(O)(c2ccccc2)c2ccccc2)CC1 (configuration not stated) | 1 | 53 | -3 | 57 | -35 | 46

Taken from above:
`COc1ccc(NC2CC(C)N(C(=O)c3ccccc3)O2)cc1` (configuration not stated) @ yeast mlh1 rad18 = -19
`C/C(=N\NC(=S)N1CC(C)OC(C)C1)c1ncccn1` (configuration not stated) @ yeast mec2-1 = 99*

New compounds follow:
SMILES | yeast bub3 | yeast rad50 | yeast mec2-1 | yeast mlh1 rad18 | cln2 rad14 | yeast sgs1 mgt1
COc1ccccc1/C=C1/NC(=S)NC1=O | 4 | -15 | -2 | -7 | 5 | -6
CCOC(=O)CNC(=O)C(Cc1ccccc1)NC(=O)C(C)(C)NC(=O)OCc1ccccc1 (configuration not stated) | 6 | -23 | 5 | -6 | 33 | -4
NCC(c1ccccc1)c1ccc(N)cc1 (configuration not stated) | 23 | 15 | 16 | 2 | 8 | 9
CCN(CC)CCNc1ccc2ncn3c4cc(=O)ccc4c(O)c1c23 | -8 | -2 | -32 | 4 | 8 | -46
Cc1cc2c(cc1C)NC1=C(N2)OC(c2c3ccccc3cc3ccccc23)C1=O (configuration not stated) | -14 | -8 | 20 | 48 | 24 | 1
O=C(O)c1cc(=O)[nH]c(=O)[nH]1.[Cu+2] | -30 | -16 | 9 | -16 | -35 | -18
CC(C)C1C(=O)CCCC1=O | -18 | -10 | 10 | -3 | -13 | -6
CC(=O)c1cccc(NS(=O)(=O)c2ccc(C)cc2)c1 | -8 | -5 | -21 | 36 | -37 | -18
O=C(O)c1cc(Cl)cc(C(=O)O)n1 | 5 | -19 | -2 | -2 | 16 | -12
CN(C)/C=N/NC(=O)/C(C#N)=C/N(C)C | -45 | -26 | 2 | -43 | -25 | -8
O=c1[nH]c(Nc2cccc(CO)c2)nc2nc[nH]c12 | -16 | 5 | -11 | -26 | 1 | -26
CNc1ncnc2nc[nH]c12 | -8 | 16 | -7 | 15 | -3 | 3

Compounds as they come, and some 14% of all compounds hit somewhere here.
